Screens deposited in PubChem by National Center for Advancing Translational Sciences (NCATS).
B2AR arrestin: qHTS assay of beta-arrestin-biased ligands of beta2-adrenergic receptor; Beta-2 adrenergic receptor (Homo sapiens), P07550; hit rate 0.02% among 330,000; AID 492947, 2010; Potency, µM (highest dose often 46.1 µM), inactives show at the highest dose activation, hits mostly activators; beta-arrestin recruitment to beta2AR, cell-based reporter;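 further: potency means the concentration at half of the fitted maximal effect; 0% = DMSO controls and full agonism = EC100 isoproterenol or metaproterenol; nearly all actives have a fitted effect of over 65% in size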
Target sequence (P07550 whole entry, looked up): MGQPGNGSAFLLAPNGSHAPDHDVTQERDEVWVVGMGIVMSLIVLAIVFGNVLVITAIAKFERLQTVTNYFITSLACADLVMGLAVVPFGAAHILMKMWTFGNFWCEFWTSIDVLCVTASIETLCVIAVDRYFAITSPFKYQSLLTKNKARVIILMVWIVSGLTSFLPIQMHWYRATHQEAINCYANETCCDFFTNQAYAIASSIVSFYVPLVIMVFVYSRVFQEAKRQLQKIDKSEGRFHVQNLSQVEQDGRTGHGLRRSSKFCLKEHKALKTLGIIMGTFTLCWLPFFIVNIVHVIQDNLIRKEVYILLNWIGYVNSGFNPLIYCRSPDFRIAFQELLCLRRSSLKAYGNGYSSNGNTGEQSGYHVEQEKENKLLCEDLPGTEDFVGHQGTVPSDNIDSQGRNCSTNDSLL
PKM2 activator: qHTS Assay for Activators of Human Muscle isoform 2 Pyruvate Kinase; Pyruvate kinase PKM (Homo sapiens), P14618; purified PKM2, Kinase-Glo ATP luminescence, activation; response scale: 0% is enzyme alone, no compound; Potency, µM (titrated, usually from 57.5 µM), inactives show at the top dose activation, actives largely listed as activators; hit rate 0.34% among 260,000; AID 1631, 2009; further: potency means the concentration at half of the fitted maximal effect; on the % scale 0 is the no-effect control and ±100 the full control effect; nearly all actives have a fitted effect of over 55% in size
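ATP formation by purified human PK-M2, quantified via coupled luciferase luminescence after 1 h at room temperature with 0.1 mM ADP and 0.5 mM PEP final.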
PTAP TSG101 blk: qHTS Assay for Iinhibitors of HIV-1 Budding by Blocking the Interaction of PTAP/TSG101. 340,000 tested, under 10 active. Fluorescence polarization, FITC-PTAP peptide / Tsg101 binding. Potency, µM (doses to about 115 µM), for the others: at the top dose activity change, negative = inhibition, usual class: inhibitors. AID 493005, 2010; active means well fitted inhibition curve with a large enough effect in the main read-out, with a control signal flat, not every such curve was filed as active; inconclusive means small, poorly fitted or top-dose-only effect, or effect the other way, or a change in a side signal; inactive means no such curve, though single readings can be large or run the other way; further: potency means the concentration at half of the fitted maximal effect; % of control where 0% means no effect
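Steps: Tsg101 binding domain dispensed (10 uM final), compounds pinned in DMSO, FITC-labeled PTAP-motif peptide added (50 nM final); after 20 min binding at room temperature, polarization measured.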
Chronic BCR inh: qHTS Assay to Find Inhibitors of Chronic Active B-Cell Receptor Signaling; ABC-DLBCL IkBa-CBG/CBR reporter, luminescence ratio, 4 h; Potency, µM (series often up to 46.1 µM), inactives show at the top dose ratio change, negative = lower green/red ratio, usual class: inhibitors; hit rate 0.05% among 340,000; AID 493014, 2011; active means well fitted inhibition curve with a large enough effect in the signal ratio, with a control signal flat, not every such curve was filed as active; inconclusive means small, poorly fitted or top-dose-only effect, or effect the other way, or a change in a side signal; the % refers to the signal ratio;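 further: potency means the concentration at half of the fitted maximal effect; plate controls were basal doxycycline-induced cells for no effect and cells given 10 µM MG132 for full effect; MG132 reads +100%, hits lower the ratio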
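TMD8 human ABC-DLBCL cells with doxycycline-inducible IκBα–green luciferase fusion and unfused red luciferase, in 0.5% FBS medium; compounds up to 46 uM, 4 h at 37C. Green/red luminescence ratio, filter-overlap corrected, fitted to concentration-response curves.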
FBPA coupling cs: qHTS Assay for Inhibitors of Fructose-1,6-bisphosphate Aldolase from Giardia Lamblia: Coupling assay counterscreen | coupling enzyme system counterscreen, AmpLite Red fluorescence | activity change, negative = inhibition, % at 58.2 µM, hits read low | hit rate 0.67% among 290,000; in the data active means activity change below about -30%; further: on the % scale 0 is the no-effect control and ±100 the full control effect
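Activity here indicates interference with the coupling reaction, not aldolase inhibition. Compounds at 57.5 uM final met coupling enzymes for 10 min at RT; substrate and AmpLite Red detection followed, with a 525/598 nm fluorescence read after 20 min.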
GALK inh: qHTS Assay for Inhibitors of Human Galactokinase (GALK). AID 1868, 2009. P51570. Purified GALK, Kinase-Glo residual ATP luminescence. hit rate 0.007% among 270,000. Potency, µM (titrated, usually from 57.5 µM), for inactives: top-dose activity change, negative = inhibition, usual class: inhibitors; further: potency means the concentration at half of the fitted maximal effect; on the % scale 0 is the no-effect control and ±100 the full control effect
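5 nM enzyme, 35 uM ATP, 100 uM galactose, 20 mM HEPES pH8.0, 5 mM MgCl2; 1 h RT; residual ATP by Kinase-Glo Plus luminescence, qHTS format.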
Tb PFK block: qHTS Assay to Find Inhibitors of T. brucei phosphofructokinase; ATP-dependent 6-phosphofructokinase (Trypanosoma brucei brucei), O15648; T. brucei PFK, ADP-Glo luminescence; Potency, µM (series often up to 57.5 µM), inactives show at the highest dose activity, negative = inhibition, hits mostly inhibitors; hit rate 0.17% among 330,000; AID 485367, 2010;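 further: potency means the concentration at half of the fitted maximal effect; 0% = uninhibited 1x PFK enzyme wells and -100% = no-enzyme wells; nearly all actives have a fitted effect of over 60% in size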
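Luminescent ADP detection (ADP-Glo, two-step: ATP depletion then ADP-to-ATP conversion for luciferase) reported PFK activity after 45 min room-temperature reaction of 1.25 nM enzyme with 0.5 mM F6P and 0.1 mM ATP at pH 8.0.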
ASM inhibitor: Inhibitors of Secretory Acid Sphingomyelinase (S-ASM): qHTS; Sphingomyelin phosphodiesterase (Homo sapiens), P17405; placental ASM, HMU-PC fluorogenic substrate, 60 min; Potency, µM (highest dose often 57.5 µM), inactives show at the top dose activity change, negative = inhibition, actives largely listed as inhibitors; hit rate 0.006% among 340,000; AID 504937, 2011; further: potency means the concentration at half of the fitted maximal effect
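qHTS format. ASM enzyme prepared from human placenta hydrolyses the fluorogenic substrate HMU-PC0 (9 uM final) over 60 min at 37 °C after a 10 min compound preincubation.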
Menin MLL FP TR: qHTS Assay for Inhibitors Targeting the Menin-MLL Interaction in MLL Related Leukemias: Competition With Texas Red Labeled MLL-derived Mutant Peptide | O00255 | Menin + Texas Red MLL mutant peptide, fluorescence polarization | hit rate 0.23% among 270,000 | AID 1768, 2009 | Potency, µM (doses to about 61.6 µM), without a hit: top-dose FP activity change, negative = inhibition, actives largely listed as inhibitors; active means well fitted inhibition curve with a large enough effect in the polarisation, with a control signal flat, not every such curve was filed as active; inconclusive means small, poorly fitted or top-dose-only effect, or effect the other way, or a change in a side signal; inactive means no such curve, though single readings can be large or run the other way; the % refers to the polarisation; further: potency means the concentration at half of the fitted maximal effect; % of control where 0% means no effect; many of its hits are not listed in these tables
Target sequence (O00255 whole entry, looked up): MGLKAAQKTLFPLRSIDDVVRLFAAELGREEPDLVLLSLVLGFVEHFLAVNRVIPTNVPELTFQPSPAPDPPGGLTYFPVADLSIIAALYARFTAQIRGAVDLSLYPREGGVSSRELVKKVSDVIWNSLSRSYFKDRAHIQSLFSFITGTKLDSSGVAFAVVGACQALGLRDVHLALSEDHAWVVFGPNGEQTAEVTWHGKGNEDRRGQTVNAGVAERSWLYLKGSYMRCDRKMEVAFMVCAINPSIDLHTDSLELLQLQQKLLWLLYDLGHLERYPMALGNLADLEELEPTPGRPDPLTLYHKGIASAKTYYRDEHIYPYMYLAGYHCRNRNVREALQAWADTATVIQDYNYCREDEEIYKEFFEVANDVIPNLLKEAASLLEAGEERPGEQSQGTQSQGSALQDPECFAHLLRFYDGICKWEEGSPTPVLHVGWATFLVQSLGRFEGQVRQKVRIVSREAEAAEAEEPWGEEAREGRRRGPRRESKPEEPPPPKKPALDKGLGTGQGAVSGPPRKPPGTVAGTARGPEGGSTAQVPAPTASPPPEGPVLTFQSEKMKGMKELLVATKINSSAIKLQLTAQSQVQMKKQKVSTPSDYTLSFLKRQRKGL
a7 integrin act: qHTS for Activators of Integrin-Mediated Alleviation for Muscular Dystrophy; alpha7betagal myoblasts, beta-gal FDG fluorescence, 48 h; AID 624291, 2012; Potency, µM (doses to about 38.3 µM), for inactives: at the highest dose activation, actives largely listed as activators; hit rate 0.064% among 350,000;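 further: potency means the concentration at half of the fitted maximal effect; 100% = response of the positive control SU9516; nearly all actives have a fitted effect of over 60% in size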
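alpha7betagal+/- myoblasts (passage 13, 250/well) treated 48 h at 37C with compounds at 1:260 dilution of DMSO stock. Lysed, then beta-galactosidase activity read as FDG fluorescence (ex 480/em 540) after 30 min, with pre-read for autofluorescence.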
Giardia kill: Small Molecules that selectively kill Giardia lamblia: qHTS | Giardia lamblia trophozoite viability | AID 540267, 2011 | activity change, % at 7.66 µM, hits read low | hit rate 0.15% among 340,000; in the data active means activity change below about -80%; inconclusive means between about -30% and that limit;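 further: parasites exposed to compound for two days anaerobically before the ATP read; on the % scale 0 is the no-effect control and ±100 the full control effect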
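Trophozoite viability was measured as ATP-dependent luminescence, read 15-30 min after reagent addition. Before that, parasites at 100 cells/well were exposed to compounds for 48 h, anaerobically, at 37 deg C.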
Numbers without * were called inactive; ? = inconclusive; nt = not tested or not shown; [ ] = another dose, or the depositor's remark. Unless noted, the call rests on the fitted dose curve; in most records, active means well fitted curve in the direction sought with a large enough effect; inconclusive means small, poorly fitted or top-dose-only effect, or another doubt; inactive means no such curve, though single readings can be large; an effect the other way counts as inactive or inconclusive. Not all compounds are listed; the hit share may differ from the screen's.

SMILES	B2AR arrestin	PKM2 activator	PTAP TSG101 blk	Chronic BCR inh	FBPA coupling cs	GALK inh	Tb PFK block	ASM inhibitor	Menin MLL FP TR	a7 integrin act	Giardia kill
COc1ccc(CC(=O)NNC(=O)c2ccc(SCc3cc(F)ccc3F)c([N+](=O)[O-])c2)cc1	-0.6%	-4%	nt	?	7	-1%	1%	-1%	50%[activator]	-6%	-8
O=C(NCc1ccncc1)C1COc2ccccc2O1 (centres undefined)	0.4%	-7%	-1%	-1%	-1	-3%	-1%	0%	-7%	-6%	-12
Cc1nn(C)c(NC(=O)c2ccc(Cl)cc2)c1Cl	0.2%	nt	-2%	?	2	-2%	3%	1%	-17%	-22%	-25
COc1ccc(C(CNC(=O)c2cccnc2SC)N2CCOCC2)cc1 (centres undefined)	-0.6%	-2%	-2%	-1%	0	4%	-1%	2%	-9%	1%	6
CCC(=O)c1cc2c(cc1NC(=O)C(C)C)OCCO2	-1.7%	2%	-3%	9%	-1	nt	4%	19%	-15%	-17%	-16
CCOc1ccc(NC2=NC(C)(C)N=C(N)N2)cc1	-0.2%	-4%	-5%	3%	0	-4%	-6%	5%	?	13%	7
CC1=CCC(C(=O)N/N=C/c2cccs2)C(c2ccc(F)cc2)C1 (centres undefined)	-0.4%	-1%	-1%	-1%	-1	-3%	4%	-8%	?	20%	-17
Clc1ccc(-c2cn3cc(Cl)ccc3n2)cc1	-0.2%	nt	-4%	?	-23	-2%	0%	-3%	-8%	?	-19
O=c1cc(-c2ccc(Br)cc2)[nH][nH]1	-0.1%	30%	-1%	-12%	1	2%	1%	-1%	?	5%	-10
O=C(Nc1ccc(Br)cc1Cl)c1ccc2c(=O)n3c(nc2c1)CCC3	0.1%	nt	0%	6%	nt	nt	18%	-5%	nt	3%	5
COc1ccc(C(=O)NC(=O)CSc2nc3nc(C)cc(C)n3n2)cc1	-1.1%	nt	-10%	3%	nt	nt	?	1%	nt	5%	19
O=C(O)c1cc(NN=Nc2ccc(Br)cc2)cc([N+](=O)[O-])c1	0.5%	11%	-7%	15%	9	-2%	1%	-1%	nt	-59%[inhibitor]	-5
c1cc[n+](CCCC[n+]2ccccc2)cc1	0.1%	-1%[11.5 µM]	-5%	0%	-1	7%	-4%	-2%	7%	18%	-4
CC(=O)NS(=O)(=O)c1ccccc1	-0.4%	-1%	-3%	6%	2	5%	3%	9%	7%	9%	-4
C=CCN(CC(=O)Nc1c(C)cccc1CC)C(=O)SCCC	-0.1%	-6%	-4%	-2%	4	-6%	-5%	-6%	-4%	22%	5

Exported with each value named: part of the list above
CCC(=O)c1cc2c(cc1NC(=O)C(C)C)OCCO2
  B2AR arrestin: -1.7%
  PKM2 activator: 2%
  PTAP TSG101 blk: -3%
  Chronic BCR inh: 9%
  FBPA coupling cs: -1
  GALK inh: nt
  Tb PFK block: 4%
  ASM inhibitor: 19%
  Menin MLL FP TR: -15%
  a7 integrin act: -17%
  Giardia kill: -16
CCOc1ccc(NC2=NC(C)(C)N=C(N)N2)cc1
  B2AR arrestin: -0.2%
  PKM2 activator: -4%
  PTAP TSG101 blk: -5%
  Chronic BCR inh: 3%
  FBPA coupling cs: 0
  GALK inh: -4%
  Tb PFK block: -6%
  ASM inhibitor: 5%
  Menin MLL FP TR: ?
  a7 integrin act: 13%
  Giardia kill: 7
CC1=CCC(C(=O)N/N=C/c2cccs2)C(c2ccc(F)cc2)C1 (centres undefined)
  B2AR arrestin: -0.4%
  PKM2 activator: -1%
  PTAP TSG101 blk: -1%
  Chronic BCR inh: -1%
  FBPA coupling cs: -1
  GALK inh: -3%
  Tb PFK block: 4%
  ASM inhibitor: -8%
  Menin MLL FP TR: ?
  a7 integrin act: 20%
  Giardia kill: -17
Clc1ccc(-c2cn3cc(Cl)ccc3n2)cc1
  B2AR arrestin: -0.2%
  PKM2 activator: nt
  PTAP TSG101 blk: -4%
  Chronic BCR inh: ?
  FBPA coupling cs: -23
  GALK inh: -2%
  Tb PFK block: 0%
  ASM inhibitor: -3%
  Menin MLL FP TR: -8%
  a7 integrin act: ?
  Giardia kill: -19

More records follow.
SMILES	B2AR arrestin	PKM2 activator	PTAP TSG101 blk	Chronic BCR inh	FBPA coupling cs	GALK inh	Tb PFK block	ASM inhibitor	Menin MLL FP TR	a7 integrin act	Giardia kill
CNc1cc(C(F)(F)F)nc(-c2ccccn2)n1	-2.1%	3%	-5%	0%	1	0%	-5%	5%	4%	8%	-3
CCOC(=O)N1CCN(CC(=O)Nc2ccc(Oc3ccccc3)cc2)CC1	0.2%	1%	-2%	?	5	-2%	4%	-2%	nt	-34%	-1
COc1ccc(OC(=O)NCCc2ccccc2)cc1	0.5%	2%	-4%	?	0	-2%	-5%	1%	nt	25%	14
COC(=O)Cc1c(O)ccn(Cc2ccc3c(c2)OCO3)c1=O	-0.5%	1%	0%	7%	11	1%	-1%	2%	6%	10µM*	-1
CCOc1ccccc1OCc1nn2c(-c3ccc(C)cc3)nnc2s1	-0.2%	-4%	-3%	15%	-3	-2%	7%	?	1%	2%	6
CCOC(=O)C(CSCC(=O)c1ccc(Br)cc1)NC(=O)OC(C)(C)C (centres undefined)	0.1%	11%	nt	-12%	0	-1%	1%	nt	1%	nt	nt
Cc1cc(C(F)F)n2nc(C(=O)Nc3cccc(C(F)(F)F)c3)nc2n1	0.0%	1%	-4%	?	3	0%	10%	-4%	8%	-5%	12
CCOc1cccc(Oc2ccc(C(F)(F)F)cn2)c1	0.2%	-11%	-6%	4%	-2	0%	-7%	-1%	-9%	-4%	-18
O=C(CCCc1ccccc1)Nc1ccnn1C1CCN(Cc2ccc(Cl)cc2)CC1	-0.1%	nt	-5%	1%	nt	7%	-5%	0%	nt	-23%	1
Cc1cc(C)n2nc(C(=O)Nc3cc(S(=O)(=O)N4CCCCC4)ccc3C)nc2n1	-0.8%	nt	-1%	1%	nt	nt	8%	-1%	nt	-17%	-11
COCCN(CC(=O)NCC1CCCO1)C(=O)CCC(=O)Nc1cc(C)ccn1 (centres undefined)	-0.6%	-19%	0%	?	-1	-1%	-1%	4%	1%	5%	31[activator]
O=C(Cn1nc(-c2ccccc2)oc1=O)OCC(=O)c1ccccc1	-0.9%	nt	2%	-1%	nt	nt	2%	-1%	nt	-6%	17
CC1(CCc2ccccc2)NC(=O)N(CC(=O)Nc2ccc3c(c2)OCCO3)C1=O (centres undefined)	0.0%	-4%	3%	0%	-2	1%	1%	10%	-7%	-5%	7
CC(=O)/C(N)=N/Nc1cccc(Cl)c1	-3.3%	-7%	2%	?	0	0%	-22%	-3%	3%	-13%	-6
O=c1c2c(nc3cc(-c4ccccc4Cl)[nH]n13)CCS2	0.3%	-13%	1%	?	-1	4%	-18%	6%	?	7%	-16
CC1C(c2ccccc2)N(C)CCC12NC(=O)NC2=O (centres undefined)	0.4%	-1%	-6%	?	-2	0%	-2%	8%	-7%	-8%[7.66 µM]	-10
CCN1CCN(Cc2c(OC)ccc3ccccc23)CC1	-0.4%	2%	nt	?	0	0%	6%	-2%	-13%	-11%	11
O=C(NCC(c1ccc(F)cc1)N1CCOCC1)c1cc(F)c(F)c(F)c1F (centres undefined)	0.3%	2%	-1%	?	0	16%	-4%	0%	5%	-17%	-18
CCCCn1c(N)c(N(Cc2ccccc2OC)C(=O)c2ccc(N3CCCC3=O)cc2)c(=O)[nH]c1=O	0.2%	nt	2%	4%	nt	nt	0%	5%	nt	-12%	1
NC(=O)COc1ccc(Nc2nnc(-c3ccc(O)cc3)c3ccccc23)cc1	-0.4%	3%	-1%	?	1	-8%	1%	-5%	nt	-34%	-28
COc1cc(SC)ccc1C(=O)Nc1ccc(C)cc1	-0.5%	2%	0%	?	-23	5%	0%	3%	31%	23%	-16
